# USP28 inh = blocks human USP28 ubiquitin-rhodamine cleavage; actives 3% (n = 47,000); AID 1645857; Q96RU2; purified USP28, Ub-rhodamine cleavage fluorescence, 30 min; inhibition, % at 25 µM
# USP17 block = human USP17-like deubiquitinase inhibition | purified USP17, Ub-rhodamine cleavage fluorescence, 3 h | A8MUK1 | inhibition, % at 50 µM | AID 1645855 | actives 6.5% (n = 47,000)
# USP7 inh = human USP7 deubiquitinase inhibition; AID 1645854; purified USP7, Ub-rhodamine cleavage fluorescence; inhibition, % at 20 µM; actives 0.3% (n = 47,000)
# USP10 block = human USP10 deubiquitinase inhibition; Q14694; purified USP10, Ub-rhodamine fluorescence, 60 min; inhibition, % at 20 µM; actives 1.1% (n = 47,000)
# OTUD3 block = human OTUD3 deubiquitinase inhibition. purified OTUD3, Ub-rhodamine fluorescence, 2 h. inhibition, % at 25 µM. actives 0.7% (n = 47,000). AID 1645858
# USP30 inh = human USP30 deubiquitinase inhibition | purified USP30, Ub-rhodamine cleavage fluorescence | actives 5.3% (n = 47,000) | inhibition, % at 25 µM | AID 1645860 | Q70CQ3
# USP8 inh = blocks human USP8 ubiquitin-rhodamine cleavage. purified USP8, Ub-rhodamine cleavage fluorescence, 30 min. inhibition, % at 20 µM. actives 4.2% (n = 47,000)
# Target sequence (P40818 whole entry, looked up): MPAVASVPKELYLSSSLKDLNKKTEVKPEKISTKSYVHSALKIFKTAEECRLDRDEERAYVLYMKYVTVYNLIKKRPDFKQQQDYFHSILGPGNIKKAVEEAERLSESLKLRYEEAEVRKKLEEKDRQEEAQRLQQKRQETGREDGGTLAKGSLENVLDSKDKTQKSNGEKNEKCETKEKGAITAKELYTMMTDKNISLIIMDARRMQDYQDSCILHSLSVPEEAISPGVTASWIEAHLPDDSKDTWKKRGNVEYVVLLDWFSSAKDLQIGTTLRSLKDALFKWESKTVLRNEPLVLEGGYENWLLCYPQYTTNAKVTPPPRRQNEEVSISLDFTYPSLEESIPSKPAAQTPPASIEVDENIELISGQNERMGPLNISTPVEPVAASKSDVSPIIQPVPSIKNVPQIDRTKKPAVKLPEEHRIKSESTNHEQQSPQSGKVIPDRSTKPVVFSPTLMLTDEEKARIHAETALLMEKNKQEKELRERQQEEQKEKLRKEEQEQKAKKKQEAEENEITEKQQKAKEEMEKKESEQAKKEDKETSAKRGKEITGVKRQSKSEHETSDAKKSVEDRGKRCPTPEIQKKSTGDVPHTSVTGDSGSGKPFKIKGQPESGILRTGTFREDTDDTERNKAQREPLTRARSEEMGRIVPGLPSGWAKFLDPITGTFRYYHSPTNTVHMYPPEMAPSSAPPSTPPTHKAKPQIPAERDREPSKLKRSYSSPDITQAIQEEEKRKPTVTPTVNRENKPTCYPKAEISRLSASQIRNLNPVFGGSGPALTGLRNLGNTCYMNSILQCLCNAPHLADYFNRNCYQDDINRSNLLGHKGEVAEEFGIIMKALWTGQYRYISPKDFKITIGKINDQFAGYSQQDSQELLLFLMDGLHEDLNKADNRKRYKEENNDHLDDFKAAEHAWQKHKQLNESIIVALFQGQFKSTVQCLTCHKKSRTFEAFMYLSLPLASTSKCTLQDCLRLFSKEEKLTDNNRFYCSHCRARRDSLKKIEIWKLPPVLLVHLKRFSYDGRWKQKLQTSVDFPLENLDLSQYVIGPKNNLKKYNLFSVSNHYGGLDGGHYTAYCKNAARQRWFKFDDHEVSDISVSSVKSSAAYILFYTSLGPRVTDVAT
# UCHL1 block = inhibitors of human UCHL1 deubiquitinase. P09936. purified UCHL1, Ub-rhodamine cleavage fluorescence. inhibition, % at 20 µM. actives 0.2% (n = 47,000)
# An asterisk follows results filed as active; x = not tested or not shown. No stated cut-off is given here; in the data, active means inhibition above about 30%; inactive means the rest.
USP30 inh,OTUD3 block,USP7 inh,USP28 inh,USP17 block,USP8 inh,UCHL1 block,USP10 block,SMILES
19,12,7,5,9,24,13,5,CCOc1ccc(S(=O)(=O)NC(C)(C)C)cc1-c1nc2c(C(C)(C)C)nn(C)c2c(=O)[nH]1
8,3,7,2,6,-1,2,0,CC(=O)N1[C@@H]2CN(C(=O)c3cc(C)nc4onc(C)c34)[C@@H]3CCCC[C@H]1[C@]3(C)C2
-5,5,1,2,0,7,6,8,CC(C(=O)Nc1ccc(Cl)cc1)N(c1ccc(Oc2ccccc2)cc1)S(C)(=O)=O (stereo not drawn)
17,4,-11,18,6,11,0,-3,Cn1cc(-c2noc(-c3ccccc3C(F)(F)F)n2)ccc1=O
11,4,0,7,13,6,0,2,CC1CCN(C(=O)c2ncn3c2CN(C)S(=O)(=O)c2ccccc2-3)CC1
9,13,9,23,45*,69*,4,0,COCCN1C(=O)c2ccccc2C(C(=O)Nc2ccc3c(c2)OCO3)C12CCCC2 (stereo not drawn)
-51,-29,-1,-23,26,-5,-5,-6,Cn1cnc2c(C(=O)NC3CCCC3)nn(-c3ccc(Cl)cc3)c2c1=O
0,8,-2,9,-45,-15,2,-2,Cc1ccc(-c2cnc([C@@H]3COCCN3Cc3nccn3C)[nH]2)cc1
19,3,0,0,2,-22,-1,0,CSCC[C@H](NC(=O)[C@H](Cc1ccccc1)n1c(=O)[nH]c2ccccc2c1=O)C(=O)N1CCC[C@@H]1C(=O)O
4,-18,0,32*,4,-3,1,-6,CCOC(=O)c1ccc(NC(=O)COc2cccc3c2CCN(Cc2cccnc2)C3=O)cc1
-15,-7,-2,0,23,-11,1,-5,COc1cc(Nc2cc(C)nc3nc(Cc4cccc(F)c4)nn23)cc(OC)c1
0,0,4,-7,3,-1,1,1,c1ccc(N(c2ccccc2)c2nc(N3CCCCCC3)nc(-n3nnc4ccccc43)n2)cc1
-1,5,-18,2,-1,-5,3,8,Cc1nn(-c2ccc(F)cc2)cc1-c1noc(C(=O)NCc2ccccc2)n1
-10,-8,-4,11,-4,3,0,1,COc1ccccc1OCCCn1c(CNC(=O)c2ccco2)nc2ccccc21
12,3,2,4,1,-5,1,-5,CC(C)c1ccc(-c2noc(N3CCC(C(=O)N4CCOCC4)CC3)n2)cc1
-70,-6,0,-20,-8,-11,0,-6,COC(=O)c1ccccc1NC(=O)c1nc(-c2ccccc2)oc1C
-6,-6,-1,-8,-5,-11,-3,1,CCN1C(=O)[C@H]2CN(Cc3cccnc3)C[C@H]2C12CCN(C(=O)NC(C)C)CC2
-23,-6,0,-12,-16,-68,-3,0,Cc1nc(CO[C@H]2CN(C(=O)c3cccn3C)[C@@H]3COC[C@H]23)cs1
-17,-1,4,10,3,8,-1,0,CS(=O)(=O)N1CCC(NC(=O)c2ccc3[nH]c4c(c3c2)CCCC4)CC1
23,16,0,5,12,14,4,1,CS(=O)(=O)N1C[C@H]2CC(OCc3ccccc3)C[C@H]2C1 (stereo partly drawn)

# 3 compounds from above, arranged by the value under USP8 inh, smallest number first:
USP30 inh,OTUD3 block,USP7 inh,USP28 inh,USP17 block,USP8 inh,UCHL1 block,USP10 block,SMILES
-70,-6,0,-20,-8,-11,0,-6,COC(=O)c1ccccc1NC(=O)c1nc(-c2ccccc2)oc1C
0,0,4,-7,3,-1,1,1,c1ccc(N(c2ccccc2)c2nc(N3CCCCCC3)nc(-n3nnc4ccccc43)n2)cc1
-5,5,1,2,0,7,6,8,CC(C(=O)Nc1ccc(Cl)cc1)N(c1ccc(Oc2ccccc2)cc1)S(C)(=O)=O (stereo not drawn)

# New compounds follow:
USP30 inh,OTUD3 block,USP7 inh,USP28 inh,USP17 block,USP8 inh,UCHL1 block,USP10 block,SMILES
36*,11,2,13,4,2,0,0,Cc1ccc(C2=NCCNC3=C2C(c2ccccc2F)N(c2ccccc2)C3=O)cc1 (stereo not drawn)
14,6,4,1,-2,-22,-1,-5,Cc1ccc(CN2CC[C@H]3[C@H]2CCN3S(=O)(=O)C2CC2)o1
31*,47*,-140,49*,40*,1,1,-4,Oc1cc(O)cc(/C=C/c2ccc(O)c(O)c2)c1
19,8,5,12,x,17,-1,0,CN(C)C(=O)N1CCN(C(=O)NCc2ccccc2)CC2(CNC(=O)C2)C1 (stereo not drawn)
-24,-13,-18,0,7,43*,1,-1,COC(=O)C(Cc1ccccc1)NC(=O)CSc1nc2ccc(Cl)cc2[nH]1 (stereo not drawn)
-7,2,0,-1,-1,-53,0,0,CN(Cc1cccc2ncccc12)C(=O)CCCOc1ccc2c(c1)OCO2
3,14,4,15,15,-20,1,0,c1ccc2c(c1)CN[C@@H]1CN(Cc3nccs3)C[C@@H]21
12,-8,-1,-3,31*,78*,0,3,O=C(COc1ccccc1)Nc1cnc(-c2ccc(Cl)cc2)nc1
15,0,0,8,4,13,0,-1,Cc1ccc(-n2nnc(C(=O)NCc3ccccn3)c2C)c(C)c1
13,7,6,24,31*,19,6,4,COc1ccc(Cl)cc1-n1nnc(C(=O)Nc2ccc(C)cc2C)c1C
-56,8,-16,9,-4,12,7,2,Cc1cc2c(cc3n2CC(C)(C(=O)NC2CCCCC2)N(Cc2ccccc2)C3=O)o1 (stereo not drawn)
-138,-18,-15,-25,0,-69,-16,-1,Cc1cccc(-c2nnc(SCC(=O)c3c[nH]c4ccccc34)n2-c2ccccc2)c1
-24,-7,-1,-13,-14,-49,-5,-1,CC1(C)CCC23CC[C@]4(C)C(CCC5[C@@]6(C)CCC(=O)NC(C)(C)C6CC[C@]54C)C2C1OC3 (stereo partly drawn)
-11,-2,0,-8,-11,-7,-1,0,Cc1ccc(S(=O)(=O)NCc2c(C)nc3sc(C)nn23)cc1
34*,13,-5,36*,21,12,7,11,O=C(COC(=O)c1ccccc1OCc1ccccc1)Nc1ccc(Cl)cc1
-30,-9,2,-13,-8,6,1,-1,CN(C)C1CCN(Cc2ccc(N3CCN(C(=O)c4ccc5c(c4)CCO5)CC3)nc2)CC1
23,9,-4,25,8,3,0,4,CC(C)(C)n1ncc2c(=O)n(Cc3c(F)cccc3Cl)cnc21
-18,-3,4,-8,-5,6,6,5,CCN(CC)c1cc(-n2nc(-c3ccccc3)cc2-c2ccccc2)ncn1
22,8,6,18,61*,2,6,-1,COc1ccc2[nH]c3c(c2c1)CCN1C(=O)N(c2ccccc2C(=O)NCc2ccccc2)C(=O)[C@]31C
-75,1,0,-3,-2,0,-2,-2,O=C(NC(=O)N1CCSC1)c1c(F)cccc1Cl
-18,-5,-1,-10,2,9,0,-1,Cc1ccccc1C(=O)Nc1ccc(C)c(N2CCCC2=O)c1
-4,3,-87,-6,-2,-9,-3,-2,COc1cccc2sc(N3CCN(C(=O)C4CCCCC4)CC3)nc12
4,9,3,7,-1,5,2,2,CCC1(c2ccc(F)cc2)NC(=O)N(CC(=O)N(C)c2ccccc2)C1=O (stereo not drawn)
14,14,2,30*,21,14,3,-1,CC(=O)c1cccc(NC(=O)c2ccc(-c3noc(C)n3)cc2)c1
1,13,1,8,-14,2,2,0,CC(C)C(NS(=O)(=O)c1ccccc1)C(=O)OCC(=O)Nc1ccc2c(c1)OCO2 (stereo not drawn)
-1,-3,2,-6,2,0,1,0,Cc1ccc(C)c(N2C(=O)CN(S(C)(=O)=O)CC2(C)C(=O)NCc2ccccc2)c1 (stereo not drawn)
12,7,3,8,-1,-5,1,-2,Cc1cc(-c2nccn2C)nc(C2CCN(c3ncccn3)CC2)n1
-3,4,2,-2,0,8,0,-3,O=P(O)(O)OC[C@H]1O[C@@H](O)[C@H](O)[C@@H](O)[C@@H]1O
-43,-17,12,-14,-37,-3,3,0,Fc1ccc(-c2ccc(SCc3nc(-c4ccc(Cl)cc4)no3)nn2)cc1
1,-8,-23,7,-3,-6,2,-3,COc1ccccc1-n1cc(-c2ccccc2)c2c(NC3CC3)ncnc21
-64,-13,0,-13,x,-161,0,-5,O=S(=O)(c1cccc(F)c1)N1CCn2cccc2C1c1ccc(F)cc1 (stereo not drawn)
-12,14,1,6,3,4,0,-4,CN1CCN(S(=O)(=O)c2cc(-c3nnc(C4CCCC4)o3)co2)CC1
-22,0,-1,-4,-3,4,-2,-2,Cc1cc(C)n2nc(CN(C(=O)c3ccco3)c3ccccc3Cl)nc2n1
-9,1,x,-1,-10,0,0,1,Cc1cc(C(=O)NCc2cccnc2)c2cccc(C)c2n1
17,15,3,6,7,-8,2,-1,CS(=O)(=O)N1CCCC1c1ccnc(Nc2ccccn2)n1 (stereo not drawn)
-90,-28,-2,-24,-28,-11,-4,-2,COc1ccc(C2c3[nH]c4ccccc4c3C[C@H]3C(=O)N(CCCN4CCOCC4)CC(=O)N23)cc1 (stereo partly drawn)
-17,-7,-8,10,-11,-63,-2,3,COC(=O)c1ccc(CSc2ncccn2)cc1
-30,-10,10,-11,-4,1,6,14,CCOC(=O)c1cnc(Nc2cccc(CC)c2)c2ccccc12
4,-4,0,-2,-13,-48,-3,0,COc1ccccc1CNc1nc2nc(CN3CCc4ccccc4C3)cc(=O)n2[nH]1
-39,-14,-4,-7,-20,-20,-2,-4,CC(=O)c1cccc(NC(=O)CC(c2ccco2)n2cccc2)c1 (stereo not drawn)

# Compound profiles, from the list above:
# CC(=O)c1cccc(NC(=O)c2ccc(-c3noc(C)n3)cc2)c1 across the screens: USP30 inh: 14; OTUD3 block: 14; USP7 inh: 2; USP28 inh: 30*; USP17 block: 21; USP8 inh: 14; UCHL1 block: 3; USP10 block: -1
# COc1cccc2sc(N3CCN(C(=O)C4CCCCC4)CC3)nc12 across the screens: USP30 inh: -4; OTUD3 block: 3; USP7 inh: -87; USP28 inh: -6; USP17 block: -2; USP8 inh: -9; UCHL1 block: -3; USP10 block: -2
# CS(=O)(=O)N1CCCC1c1ccnc(Nc2ccccn2)n1 (stereo not drawn) across the screens: USP30 inh: 17; OTUD3 block: 15; USP7 inh: 3; USP28 inh: 6; USP17 block: 7; USP8 inh: -8; UCHL1 block: 2; USP10 block: -1

# Ordered by heavy-atom count (descending): part of the list above
USP30 inh,OTUD3 block,USP7 inh,USP28 inh,USP17 block,USP8 inh,UCHL1 block,USP10 block,SMILES
22,8,6,18,61*,2,6,-1,COc1ccc2[nH]c3c(c2c1)CCN1C(=O)N(c2ccccc2C(=O)NCc2ccccc2)C(=O)[C@]31C
-5,5,1,2,0,7,6,8,CC(C(=O)Nc1ccc(Cl)cc1)N(c1ccc(Oc2ccccc2)cc1)S(C)(=O)=O (stereo not drawn)
-18,-3,4,-8,-5,6,6,5,CCN(CC)c1cc(-n2nc(-c3ccccc3)cc2-c2ccccc2)ncn1

# (further entries)
USP30 inh,OTUD3 block,USP7 inh,USP28 inh,USP17 block,USP8 inh,UCHL1 block,USP10 block,SMILES
-226,-122,-16,-107,-58,48*,-15,-8,Cc1ccc(-c2ncc(C(=O)Nc3ccc(F)cc3)c(-c3ccncc3)n2)cc1
0,5,2,13,9,12,1,0,Cc1c(CC(=O)NC(C(=O)O)c2ccccc2)c(=O)oc2c(C)c(O)ccc12 (stereo not drawn)
54*,19,-78,56*,24,23,10,14,O=C(Cc1cccc2ccccc12)Nc1nc2ccc(F)cc2s1
32*,16,1,19,19,18,5,4,Cc1cccc(-n2nnc(C(=O)Nc3ccc(F)cc3)c2C)c1
-7,-3,-6,42*,-9,-4,1,1,O=C(Nc1ccc2c(c1)OCCO2)c1cnc(N2CCOCC2)nc1
15,3,3,5,-34,9,2,2,Cc1nnc(-c2cnn(-c3ccccc3)c2N)n1Cc1ccncc1
-16,-16,-1,-15,-15,-28,-2,-6,Cc1cccc(CNC(=O)c2cc(N(C)C)n3nccc3n2)c1
0,-12,5,-1,-6,-25,-2,0,COc1cccc(CC(=O)N2CCC([C@@H]3C[C@H](C(F)F)n4ncnc4N3)CC2)c1
2,3,6,2,9,17,2,8,COc1ccc(S(=O)(=O)N2CCOC(c3ccccc3)C2)c(C)c1 (stereo not drawn)
-2,-2,3,-7,5,10,-1,2,O=C(C1CCCC1)N1CCCC(Cc2cc(-c3ccccc3F)no2)(C(=O)O)C1 (stereo not drawn)
3,0,0,-1,5,0,-3,-1,COc1ccccc1C1OCCn2c(-c3ccccc3)c3c(=O)n(C)c(=O)n(C)c3c21 (stereo not drawn)
-6,11,-11,4,8,3,1,-7,COCCn1cnc2c1c(=O)n(CC(=O)NCCc1ccc(Cl)cc1)c(=O)n2Cc1ccccc1
3,7,6,5,-1,-44,2,-2,Cc1cccc(S(=O)(=O)N2CCCn3nnc(CN4CCCCC4)c3C2)c1
2,0,3,-5,6,8,1,2,CNc1cc(C(=O)N2CCOC(c3cccc(-c4cncnc4)n3)C2)ccn1 (stereo not drawn)
-22,-12,4,-21,47*,-9,3,3,COc1ccc(N2C(=O)[C@@H]3Cc4c([nH]c5ccccc45)C(C)(C)N3C2=O)c(OC)c1
-69,-11,-3,-18,0,1,2,-1,Cc1ccc(-n2cc(-c3ccccc3)c3c(NCc4ccco4)ncnc32)cc1
0,2,-13,2,0,0,4,5,O=C(Nc1ncc(Cc2ccccc2Cl)s1)c1ccc(OCc2ccccc2)cc1

# Screening results: PubChem BioAssay, Dana-Farber Cancer Institute and Novartis Institutes for BioMedical Research (Cambridge, Mass)

# Outcome played no part in choosing rows (roughly 14% active in at least one column).
